Screening results deposited in PubChem BioAssay by several laboratories.
C-LANA FP = inhibitors of KSHV C-LANA binding to DNA, primary screen, biochemical, fluorescence polarization, FAM-LBS DNA, MBP-C-LANA, single point | Kaposi's sarcoma herpesvirus LANA C-terminal domain (residues 932-1162) DNA binding | inhibition, % at 9 µM | hit rate 0.078% among 340,000 | AID 504423, 2011;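 active means highest replicate inhibition at or above 60% at 9 µM, even if other replicates fall short; inactive means all replicates below 60% inhibition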;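 further: 0% = neutral control wells and 100% = 4 µM acridine orange control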
DAGLB inh = DAGLB lipase inhibitors, primary screen, biochemical, fluorescence, HTS. Diacylglycerol lipase-beta (Homo sapiens), Q8NCG7. HEK293T DAGLB membrane lysate, EnzChek fluorogenic substrate. inhibition, % at 5.17 µM. hit rate 0.059% among 340,000. AID 504411, 2011; in the data active means inhibition above about 34%;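 further: 0% = enzyme with vehicle and 100% = wells lacking enzyme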
RTF Ca sens inh = cardiac RTF calcium sensitivity inhibitors, primary screen, biochemical, IANBD-TnC fluorescence, EC70 calcium. Troponin I, cardiac muscle (Homo sapiens) + Troponin T, cardiac muscle (Homo sapiens) + …. inhibition, % at 7.15 µM. hit rate 0.12% among 340,000. AID 493244, 2011. IANBD-labeled cardiac RTF, Ca2+ fluorescence;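 active means inhibition above the mean inhibition of all tested compounds plus 3 SD, cut at about 17% in these data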;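 further: assay run at fixed EC70 calcium of 1.6 mM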
Keap1-Nrf2 PPI = Keap1-Nrf2 protein-protein interaction inhibitors, primary screen, biochemical, fluorescence polarization, single point. Keap1 Kelch-Nrf2 peptide fluorescence polarization, 1536-well. inhibition, % at 9.4 µM. Kelch-like ECH-associated protein 1 (Homo sapiens), Q14145. AID 504523, 2011. hit rate 0.15% among 340,000; in the data active means inhibition above about 12%;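 further: human Keap1 Kelch domain with fluorescein labeled Nrf2 9mer peptide probe; 0% = neutral control wells and 100% = peptide positive control; higher means more block of Keap1 binding to Nrf2 peptide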
PvdQ acylase = P. aeruginosa PvdQ acylase inhibitors, primary screen, biochemical, fluorescence, plate reader and imaging, single point; inhibition, % at 10 µM; hit rate 0.063% among 340,000; purified PvdQ acylase; PvdQ acylase [Pseudomonas aeruginosa LESB58]; AID 488965, 2010; in the data active means inhibition above about 30%, passing the limit was not always enough;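 further: 0% = vehicle neutral wells and 100% = reference inhibitor wells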
SR-BI HDL uptake = inhibitors of SR-BI mediated HDL lipid uptake, primary screen, ldlA[mSR-BI] cells, fluorescence, single point; ldlA[mSR-BI] CHO cells, DiI-HDL uptake fluorescence, 3 h; inhibition, % at 12.5 µM; hit rate 0.96% among 320,000;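 active means mean replicate inhibition of at least 70% and a set share of replicates each scoring 70 or more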;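 further: 0% = median of neutral control wells and 100% = median of positive control wells; values of inactives mirror those of a sister screen read the other way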
Target sequence (Q61009 whole entry, looked up): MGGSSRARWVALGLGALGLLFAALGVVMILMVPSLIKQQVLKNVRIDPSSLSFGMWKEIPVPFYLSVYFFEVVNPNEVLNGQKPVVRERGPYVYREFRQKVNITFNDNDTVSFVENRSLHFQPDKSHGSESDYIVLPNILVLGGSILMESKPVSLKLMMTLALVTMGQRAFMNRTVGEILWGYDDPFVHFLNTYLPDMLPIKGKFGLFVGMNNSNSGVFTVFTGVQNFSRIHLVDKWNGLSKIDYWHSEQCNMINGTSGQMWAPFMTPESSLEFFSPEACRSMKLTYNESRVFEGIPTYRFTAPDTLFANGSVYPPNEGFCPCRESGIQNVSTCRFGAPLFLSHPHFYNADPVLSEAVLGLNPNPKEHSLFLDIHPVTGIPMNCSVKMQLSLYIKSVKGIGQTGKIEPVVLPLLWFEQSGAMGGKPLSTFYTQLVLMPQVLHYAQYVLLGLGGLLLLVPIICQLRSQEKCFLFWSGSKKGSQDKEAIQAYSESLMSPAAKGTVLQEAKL
Arrestin-AP2 inh = inhibitors of beta-arrestin/AP2 binding, primary screen, biochemical, GPCR trafficking, flow cytometry; FITC-arrestin peptide / GST-AP2 beads; AP2 beta2 appendage carries R879A mutation; inhibition, % at 10 µM; hit rate 0.31% among 340,000; AID 504490, 2011;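 active means inhibition above a set limit, near 3 SD of compounds lacking own fluorescence, cut at about 54% in these data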;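 further: plate controls were DMSO wells for no effect and 5 µM unlabelled arrestin peptide for full effect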
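Material – AP2 appendage R879A on GSH beads · Buffer or medium – PBS with 0.05% Tween 20 and 0.1% BSA · Probe or stimulus – fluorescein-tagged arrestin peptide at 50 nM final · Incubation – compound with beads 12 min RT, then probe 1 h RT · Detection – high-throughput flow cytometry of beads, ex 488, em 535 nm · Evaluation – percent response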
NSD2 inh = NSD2 histone methyltransferase inhibitors, primary screen, biochemical, AlphaScreen, single concentration, set 2 | hit rate 0.54% among 310,000 | NSD2 peptide methylation, 120 min | inhibition, % at 12.5 µM | Histone-lysine N-methyltransferase NSD2 (Homo sapiens), O96028; in the data active means inhibition above about 50%
SR-BI uptake up = activators of SR-BI mediated DiI-HDL uptake, primary screen, ldlA[mSR-BI] CHO cells, DiI fluorescence | 3 h; 100 = double the neutral-control signal | activation, % at 12.5 µM | hit rate 0.096% among 320,000 | AID 504775, 2011;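 active means mean replicate activation of at least 60% and every replicate at or above 60%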;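 further: 0% = median plate neutral-control signal and 100% = twice that signal; values of inactives mirror those of a sister screen read the other way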
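Test system: SR-BI-overexpressing, LDLR-lacking CHO cells. Measured by: DiI fluorescence, bottom read. Medium: Ham's F12 with 0.5% BSA, HEPES 25 mM, pH 7.4. Timing: 3 h uptake period with compound, 37 °C.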
PKA-R2B act = activators of PKA-R2B holoenzyme, primary screen, biochemical, fluorescence polarization, Cy5-IP20, human; PKA-R2B holoenzyme dissociation; R2B truncated from residue 108, S112A mutant; 0% DMSO only, 100% 113 µM cGMP; activation, % at 11.4 µM; hit rate 0.079% among 340,000;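 active means activation above a cutoff set at the mean over all compounds plus 3 SD, cut at about 18% in these data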;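 further: higher means more holoenzyme dissociation and a rise in polarization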
Target sequence (P31323 whole entry, looked up, other chains not shown, the tested form may be a part): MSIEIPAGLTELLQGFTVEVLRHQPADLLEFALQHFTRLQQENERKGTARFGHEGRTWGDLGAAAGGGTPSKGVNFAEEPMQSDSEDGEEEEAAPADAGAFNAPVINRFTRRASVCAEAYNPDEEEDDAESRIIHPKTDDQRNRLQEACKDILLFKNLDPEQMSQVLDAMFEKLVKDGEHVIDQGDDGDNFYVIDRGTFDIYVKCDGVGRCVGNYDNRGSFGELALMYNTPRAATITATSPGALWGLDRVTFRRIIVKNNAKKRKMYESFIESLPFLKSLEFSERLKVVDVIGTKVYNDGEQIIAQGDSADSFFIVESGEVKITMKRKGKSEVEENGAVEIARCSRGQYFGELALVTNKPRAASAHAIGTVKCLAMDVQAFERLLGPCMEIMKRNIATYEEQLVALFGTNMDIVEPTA
Starred values were filed as active, the others as inactive; / = no result given; & = joins results of further samples.

SMILES	C-LANA FP	DAGLB inh	RTF Ca sens inh	Keap1-Nrf2 PPI	PvdQ acylase	SR-BI HDL uptake	Arrestin-AP2 inh	NSD2 inh	SR-BI uptake up	PKA-R2B act
CCCC(=O)Nc1ccc(C#Cc2ccccc2)cc1	0.6	-2	-2	3	-4	26	-3	0	-26	-13
CCOC(=O)CCNc1n[nH]c(=O)[nH]c1=O	0.1	-1	-33	-2	-6	-13	-3	-1	13	-5
Cc1ccc(OCCC(=O)OCC(=O)NC(=O)NC2CCCCC2)cc1	-12	1	-1	-3	8	-24	5	-2	24	-8
CCc1ccc(-c2nc(SCC(=O)NC3CCS(=O)(=O)C3)n[nH]2)cc1 (stereo not drawn)	-0.5	3	-2	1	-16	-10	1	-1	10	1
COc1cccc(NC(=O)Nc2ccc3c(c2)CCC3)c1	-1.2	-4	-12	-5	4	15	3	7	-15	-5
CC(C)(C)OC(=O)NCCCC[C@H](NC(=O)c1nc[nH]c1C(=O)NCC(=O)OCc1ccccc1)C(=O)OC(C)(C)C	0.5	-6	-1	-4	12	0	0	/	0	-14
CC12c3ccccc3C(c3ccccc31)C1C(=O)N(Cc3cccnc3)C(=O)C12 (stereo not drawn)	-2.7	4	9	4	0	-1	3	/	1	4
CC(=O)c1cc(F)ccc1OCC(=O)N1CCCc2ccccc21	-0.6	-2	1	-9	-15	/	4	-2	/	-2
O=c1[nH]c2cc3c(cc2cc1CN(Cc1ccc2c(c1)OCO2)Cc1nnnn1CC1CCCO1)OCO3 (stereo not drawn)	5.1	3	-4	-3	3	25	11	3	-25	-7
COC(=O)[C@@H](Cc1ccccc1)N(Cc1ccccc1)S(=O)(=O)N(Cc1ccccc1)[C@H](Cc1ccccc1)C(=O)OC	1.0	-29	-10	-5	-5	-30	-5	/	30	-3
Cc1cc2n(n1)C(c1ccc3c(c1)OCO3)Nc1ccccc1-2 (stereo not drawn)	-0.5	-2	-4	-7	-10	42	2	-5	-42	1
O=C1C2N=NN(CC(=O)N3N=C(c4cccc5ccccc45)CC3c3ccccc3)C2C(=O)N1c1ccccc1 (stereo not drawn)	-1.6	13	-4	-8	-8	7	1	/	-7	-2
COc1cccc(N2CCN(C(=S)NCCc3ccccc3)CC2)c1	0.4	-3	-9	2	-6	8	-1	2	-8	-6
O=C(CSc1nnc(Cc2ccccc2)o1)NC1CC2CCC1C2 (stereo not drawn)	-0.3	0	-3	2	-8	-13	-3	-2	13	-9
COc1ccccc1NC(=O)c1ccc2nc(-c3ccccc3)c(-c3ccccc3)nc2c1	-0.5	0	-2	2	-6	20	5	-2	-20	9
CN(CCc1ccccc1)C(=O)CCc1nnc(Cc2ccc3c(c2)OCO3)o1	-1.0	-2	-5	-1	-10	-2	4	0	2	11
COc1ccc(N2CCN(c3ncccn3)CC2)cc1	-0.2	1	2	2	11	9	9	3	-9	-15
CCCCc1c(O)nc(SCC(=O)N2CCCCC2)n(-c2ccccc2C)c1=O	-0.5	0	-11	1	-15	-31	0	-3	31	-7
COc1ccc(/C=C(/NC(=O)c2cccs2)C(=O)N2CCOCC2)cc1OC	0.3	1	-4	-2	-3	-26	-4	-1	26	-9
Cc1ccc(S(=O)(=O)NCc2ccc(C(=O)N3CCCC3)cc2)cc1	0.2	-1	-9	-1	-10	-6	1	1	6	-3
CC(C)CN1C(=O)C(=O)N(CC(=O)Nc2cc(Cl)ccc2Oc2ccccc2)C1=O	1.4	-8	14	3	-13	-6	-16	6	6	-4
CCOC(=O)c1cccc(NC(=O)c2cccnc2)c1	-0.4	1	2	2	5	-18	28	1	18	-4
Cc1cc(C)cc(NC(=O)CCn2ccnc2C)c1	13	-1	-10	8	11	-11	11	35	11	-14
O=C(NCc1cccnc1)C1COc2ccccc2O1 (stereo not drawn)	0.1	0	-4	-9	11	-15	4	-5	15	-10
C=CCC1(CC=C)CCCN1C(=O)c1cc(COc2cncc(Cl)c2)on1	-0.6	-11	-7	-7	-11	12	9	2	-12	-2
O=C(NCCCCO)c1ccc2c3c(cccc13)CC2	1.1	1	0	-6	-3	23	-21	-6	-23	3
COc1cc(/C=N/NC(=O)c2ccc(CSc3nc4ccccc4[nH]3)cc2)cc(OC)c1OC	-0.2	-3	0	-3	2	/	1	-2	/	2
CC(C)[C@H](NC(=O)Nc1ccc(Oc2ccccc2)cc1)C(=O)O	-0.9	0	-1	-5	15	-35	19	-1	35	0
COCCCNC(=O)c1c[nH]c2ccc(S(=O)(=O)N(C)c3ccccc3C)cc2c1=O	-2.1	-3	-1	3	13	17	-3	-4	-17	-2
Cc1ccc(C2C(C(=O)c3cccs3)=C(O)C(=O)N2c2cccc(C)n2)cc1 (stereo not drawn)	0.5	3	-5	1	-17	6	-16	18	-6	-7

Arranged by formula weight (high to low): some entries from above
SMILES	C-LANA FP	DAGLB inh	RTF Ca sens inh	Keap1-Nrf2 PPI	PvdQ acylase	SR-BI HDL uptake	Arrestin-AP2 inh	NSD2 inh	SR-BI uptake up	PKA-R2B act
COc1ccc(/C=C(/NC(=O)c2cccs2)C(=O)N2CCOCC2)cc1OC	0.3	1	-4	-2	-3	-26	-4	-1	26	-9
Cc1ccc(C2C(C(=O)c3cccs3)=C(O)C(=O)N2c2cccc(C)n2)cc1 (stereo not drawn)	0.5	3	-5	1	-17	6	-16	18	-6	-7
Cc1cc(C)cc(NC(=O)CCn2ccnc2C)c1	13	-1	-10	8	11	-11	11	35	11	-14

The list continues:
SMILES	C-LANA FP	DAGLB inh	RTF Ca sens inh	Keap1-Nrf2 PPI	PvdQ acylase	SR-BI HDL uptake	Arrestin-AP2 inh	NSD2 inh	SR-BI uptake up	PKA-R2B act
CCn1nnnc1SCC(=O)Nc1ccc2c(c1)OCCO2	2.3	3	-4	1	-9	2	-4	-1	-2	0
Cc1ccc(S(=O)(=O)N2CCCOC2CNC(=O)C(=O)NC2CCCCC2)cc1 (stereo not drawn)	1.0	1	5	-5	-10	-21	-1	-3	21	5
CC(C)OCCCNc1nc2c([nH]1)c(=O)n(C)c(=O)n2C	-0.1	-3	-3	-3	-7	-11	-3	0	11	-8
CN1C(=O)c2ccccc2N(C)C1c1cccs1 (stereo not drawn)	-4.7	-4	5	-3	1	0	3	-5	0	9
Cc1ccc(C(=O)c2cc(C)sc2NC(=O)CN2CCN(C(=O)c3ccco3)CC2)cc1	-0.5	-3	11	1	-2	20	14	2	-20	3
COc1ccc(S(=O)(=O)N2CCN(CC(=O)Nc3ccc(F)c(F)c3)CC2)cc1	0.3	-4	-6	6	-7	-14	-4	2	14	7
O=C(COc1ccc2ccccc2c1)Nc1ccc(Cc2ccncc2)cc1	-0.1	-6	-1	-1	7	6	13	/	-6	-9
CCOc1ccc(N(CC)S(=O)(=O)c2ccc3c(c2)oc(=O)n3C)cc1	-0.7	-5	2	2	3	7	-7	1	-7	-3
O=C(NC(NC(=O)c1c(F)cccc1F)c1ccc([N+](=O)[O-])cc1)c1c(F)cccc1F	1.5	0	-10	-8	-14	-8	-2	-1	8	3
O=C(O)c1cccc(N2C(=O)Nc3ccccc3N2O)c1	0.8	-1	-6	-5	-1	15	43	/	-15	-2
CCCOc1ccc(N2CC(C(=O)Nc3ccc(N4CCOCC4)cc3)CC2=O)cc1 (stereo not drawn)	-0.1	1	-1	-4	-14	41	12	0	-41	-2
COc1ccccc1NS(=O)(=O)c1ccc(C(=O)Nc2ncccc2O)cc1	0.4	0	4	-2	4	6	43	-1	-6	-12
CN(C)CCN(Cc1ccccc1)C(=O)C1CCN(c2ncnc3c2nc2n3CCCCC2)CC1	0.8	-1	-2	-3	3	-19	22	8	19	9
CCOc1ccc(NC(=O)c2cccc3c2C(=O)N(CC2CCCO2)C3)cc1 (stereo not drawn)	-0.8	0	2	1	-9	65	-2	/	-65	2
Cc1nc(N2CCN(c3ccccn3)CC2)c2c(C)c(C(=O)Nc3ccc(F)cc3F)sc2n1	1.3	0	7	1	-15	66	1	0	-66	-6
CC1=C(C(=O)OC(C)C)C(c2cccc(F)c2)N2C(=O)C(C)SC2=N1 (stereo not drawn)	-0.3	-7	-9	-4	-14	25	-14	-4	-25	-1
COc1ccc(CN(C)CC(=O)Nc2ccc(N3CCOCC3)cc2)cc1OC	0.4	-1	3	1	0	-21	27	2	21	6
COC(=O)N/N=C/c1cc(C)n(-c2ccc(F)cc2)c1C	-1.0	2	2	-2	5	14	12	-1	-14	-10
O=C(CCS(=O)(=O)c1ccc(Br)cc1)NCCC1=CCCCC1	3.6	0	-3	-5	-16	-1	-3	1	1	-5
O=C(CN(C(=O)c1csnn1)c1ccccc1F)NCc1ccccc1	-1.1	0	-59	0	-13	/	-2	-5	/	3
CCN=c1scc(-c2ccc3c(c2)NC(=O)CO3)n1N=C1CCCC1	1.1&0.3	1&1	-7&-13	5&2	5&-15	38&36	21&3	7&15	-38&-36	-13&0
CCC(CO)Nc1ncnc2c1cnn2-c1ccc(OC)cc1 (stereo not drawn)	0.4	2	-5	3	-10	-15	22	/	15	-3

Limited to SR-BI uptake up, for some of the entries so far:
| mol | SR-BI uptake up |
| --- | --- |
| COc1ccc(CN(C)CC(=O)Nc2ccc(N3CCOCC3)cc2)cc1OC | 21 |
| CCC(CO)Nc1ncnc2c1cnn2-c1ccc(OC)cc1 (stereo not drawn) | 15 |
